S1P3 ag: activates the human S1P3 receptor; Q99500; AID 373; activation, % at 4.5 µM; S1P3 NFAT-BLA reporter cells, agonism, FRET ratio; relative to 1 µM S1P, basal subtracted; 60,000 compounds, 0.1% hits;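 active = activation above the screen-wide mean plus 3 SD, cut at about 4.5% in these data, passing the limit was not always enough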; note: some compounds called inactive have numbers as strong as hits
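Assay system: CHO cells stably expressing human S1P3, Gα16 and NFAT-β-lactamase reporter. Timing: overnight plating, 4 h compound 37 °C, 2 h substrate RT. Signal: β-lactamase FRET emission ratio 460/535 nm. Measure: percent activation versus median 1 µM S1P response, basal-subtracted, per plate. Repeats: primary screen single test, confirmation screen in triplicate.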
5-HT1A blocker: antagonists of human 5-HT1a serotonin receptor. 62,000 compounds, 0.68% hits. CHO 5-HT1a Ga15 NFAT-bla reporter, antagonist mode. AID 612. P08908. inhibition, % at 10 µM;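 active = inhibition above the mean of all tested compounds plus 3 SD, cut at about 43% in these data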;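 note: receptor stimulated by 5-CT agonist at 100 nM near EC80; beta-lactamase reporter measured by ratiometric fluorescence of a cleavable substrate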
5HT1a ag: activates the human 5-HT1a serotonin receptor | CHO 5-HT1a Ga15 NFAT-bla reporter, FRET ratio; 0% basal, 100% maximal reference agonist | activation, % at 10 µM | 65,000 compounds, 0.56% hits | AID 567;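 active = activation above the screen-wide mean activation plus 3 SD, cut at about 19% in these data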;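 note: 0% = DMSO wells and 100% = 5-CT at EC100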
HTR1E antagonist: 5-HT1E (human) receptor antagonism. CHO 5-HT1E Ga15 NFAT-bla reporter, FRET, antagonist. 65,000 compounds, 0.99% hits. P28566. AID 571. inhibition, % at 6 µM;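 active = inhibition above a set limit, the mean inhibition across every tested compound plus 3 SD, cut at about 29% in these data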;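 note: signal is the 460 over 535 nm emission ratio of beta-lactamase substrate; 0% = agonist plus DMSO wells and 100% = wells without agonist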
HEK293 NFkB inh: inhibitors of the PMA/ionomycin-induced NF-kB reporter in HEK293 cells | HEK-293 NF-kB luciferase reporter, luminescence | inhibition, % at 3 µM | 62,000 compounds, 0.21% hits | AID 465;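 active = inhibition above the mean of all tested compounds plus 3 SD, cut at about 40% in these data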;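 note: 0% = stimulated DMSO wells and 100% = 10 µM reference inhibitor 5653914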
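Material: HEK-293 cells with stable firefly luciferase reporter driven by four HIV NF-kB elements / Also added: PMA plus ionomycin mix as NF-kB-activating stimulus / Compound dosing: 3 µM once, 0.30% DMSO / Times: 1 h pretreatment, 16 h stimulation, 37 °C / Signal: luminescence / Evaluation: per-plate % inhibition versus controls / Benchmarks: DMSO and 10 µM reference inhibitor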
Jurkat viability: reduces viability or proliferation of Jurkat cells; 56,000 compounds, 1.2% hits; Jurkat E6.1 viability, ATP luminescence, 48 h; inhibition, % at 4 µM;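 active = inhibition above the mean inhibition of all tested compounds plus 3 SD, cut at about 28% in these data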
D1 allo mod: allosteric modulators of human D1 dopamine receptor | HEK293 D1, CRE-luciferase, dopamine EC30 potentiation; actives deviate in either direction | AID 641 | P21728 | 58,000 compounds, 5.9% hits | B-score at 10 µM;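 active = luminescence count or its row- and column-corrected plate score outside the 99.7% band of the plate's sample wells, on either side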
Target sequence (P21728 whole entry, looked up): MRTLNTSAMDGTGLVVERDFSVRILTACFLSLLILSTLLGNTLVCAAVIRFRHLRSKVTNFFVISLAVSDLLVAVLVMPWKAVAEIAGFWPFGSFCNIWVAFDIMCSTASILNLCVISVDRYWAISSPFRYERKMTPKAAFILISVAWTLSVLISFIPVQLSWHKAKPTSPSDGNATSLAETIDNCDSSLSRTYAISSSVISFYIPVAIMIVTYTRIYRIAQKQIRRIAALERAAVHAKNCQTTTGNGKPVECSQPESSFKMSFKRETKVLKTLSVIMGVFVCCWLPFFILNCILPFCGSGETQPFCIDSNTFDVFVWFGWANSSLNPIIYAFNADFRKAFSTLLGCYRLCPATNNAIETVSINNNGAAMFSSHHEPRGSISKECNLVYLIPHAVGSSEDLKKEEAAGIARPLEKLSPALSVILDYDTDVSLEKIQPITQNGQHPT
S1P1 ag-PAM: activates or potentiates agonism at human S1P1 receptor; P21453; S1P1 CRE-bla cells, forskolin, beta-lactamase FRET, potentiator mode; S1P1 agonist co-added at EC20, 2 nM; 100% = saturating reference agonist, 0% = basal; activation, % at 9.5 µM; 56,000 compounds, 0.57% hits; AID 449;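 active = activation above a cutoff set at the mean activation of all tested compounds plus 3 SD, cut at about 54% in these data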;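 note: forskolin at 4 µM as EC80 and the EC20 agonist is SEW2871; 100% = SEW2871 at its EC100 plus forskolin at EC80; some compounds past the cut are filed as inactive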
Target sequence (P21453 whole entry, looked up): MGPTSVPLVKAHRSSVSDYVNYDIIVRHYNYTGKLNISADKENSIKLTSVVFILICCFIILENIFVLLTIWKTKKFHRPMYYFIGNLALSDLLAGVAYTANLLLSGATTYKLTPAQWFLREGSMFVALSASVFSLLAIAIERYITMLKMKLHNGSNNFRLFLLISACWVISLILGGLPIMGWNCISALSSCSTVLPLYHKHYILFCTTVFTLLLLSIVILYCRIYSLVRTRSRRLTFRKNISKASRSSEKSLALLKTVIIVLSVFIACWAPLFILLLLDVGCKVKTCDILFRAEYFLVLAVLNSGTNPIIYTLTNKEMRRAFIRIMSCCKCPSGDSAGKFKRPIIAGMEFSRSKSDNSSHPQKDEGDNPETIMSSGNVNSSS
5HT1E ag: agonists of human 5-HT1E serotonin receptor; 65,000 compounds, 0.69% hits; P28566; CHO 5-HT1E Ga15 NFAT-bla reporter, FRET; 0% DMSO wells, 100% control agonist wells; AID 574; activation, % at 6 µM;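 active = activation above a set limit, the screen-wide mean activation plus 3 SD, cut at about 8.5% in these data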;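 note: 100% = positive control agonist at 1 µM giving full maximal response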
* marks the source's active call; other numbers are inactive results; / = not tested or not shown.

SMILES	S1P3 ag	5-HT1A blocker	5HT1a ag	HTR1E antagonist	HEK293 NFkB inh	Jurkat viability	D1 allo mod	S1P1 ag-PAM	5HT1E ag
Nc1nc(SCCOc2ccccc2)n[nH]1	-0.9	2	-1.2	1	-2	0	1.3	-4	-0.7
O=C(Nc1cccc(O)c1)c1ccc(Br)cc1	-0.8	5	-1.8	7	11	10	/	/	-0.5
CCOc1ccc(N2C(=O)CC(n3nc(C)cc3C)C2=O)cc1 (stereo not drawn)	-0.2	-3	-7.0	-2	18	1	0.44	-6	-0.8
CCOc1ccc(/C(O)=C2\C(=O)C(=O)N(CCN(C)C)C2c2cc(OC)ccc2OC)cc1Cl (stereo not drawn)	-0.1	3	-0.3	-11	19	-2	-0.21	/	-0.3
CC1CCCN(Cc2nc3c(c(=O)n(C)c(=O)n3C)n2CC(N)=O)C1 (stereo not drawn)	-1.1	2	7.9	1	13	7	-0.047	8	-0.1
C/C(=C\C(=O)c1ccc(C)o1)Nc1ccc(C(=O)O)cc1C	-1.5	12	-0.8	11	18	3	0.18	4	-0.9
COc1ccc(C2CC(C(F)(F)F)n3nc(C(=O)NCc4c(C)nn(C)c4C)c(Cl)c3N2)cc1 (stereo not drawn)	-0.2	9	1.4	-6	26	25	-3.1*	13	-0.1
C/C=C/Cn1c(SCCCc2ccccc2)nc2c1c(=O)[nH]c(=O)n2C	-0.5	-38	2.2	9	-1	1	6.3*	-16	0.8
CN(C(=O)c1ccno1)c1nnc(-c2cccnc2)s1	-1.0	-2	0.7	-1	11	0	-0.3	8	-0.4
Cn1nnnc1SCc1nnc(-c2ccc(Cl)cc2)o1	0.3	4	-3.2	8	4	15	-0.47	26	-1.2
Cc1cccc(NC(=O)c2ccccc2NC(=O)C(C)(C)C)n1	-0.8	2	1.0	-14	10	3	-0.066	-7	0.9
CC(=O)Oc1ccc(N2C(=O)C3C(C2=O)C2(C)C=CC3(C)O2)cc1 (stereo not drawn)	-1.4	85*	-6.4	64*	2	20	-0.51	135*	-0.5
O=C(Cn1nc(Cc2ccncc2)c2ccccc2c1=O)N1CCN(C(=O)c2ccco2)CC1	-0.2	-4	-2.4	-11	6	2	-0.11	-17	0.7
Cc1nn(-c2ccc(Cl)cc2)c(N)c1C(O)(CSc1nccn1C)C(F)(F)F (stereo not drawn)	-1.2	14	-2.3	4	-1	-5	1.4	2	-1.1
CCOC(=O)c1c(NC(=O)COc2ncnc3sccc23)sc2c1CCC2	0.2	-6	-1.6	8	23	9	/	-9	1.0
CCC(C)C1C(C#N)=C(N)Oc2n[nH]c(C)c21 (stereo not drawn)	0.0	14	-0.7	39*	6	8	0.57	29	-0.5
O=C(Nc1ccc(-c2cn3ccsc3n2)cc1)C1CCCC1	1.4	-1	0.3	8	-14	4	-3.4	0	0.0
O=C(Cc1ccccc1)Nn1cnc2ccccc21	-0.2	-10	-3.7	0	15	4	-0.15	-12	0.1
COc1ccc(-c2[nH]c(-c3cccc(OC)c3)nc2SCC(=O)NCc2ccco2)cc1	-0.5	10	0.1	16	2	-3	-0.01	-15	0.4
CN(C)c1ccc(NC(=O)CSc2nc3ccccc3c(=O)n2C2CCCCC2)cc1	-0.3	-27	4.3	-5	25	-5	0.28	29	1.6
COc1ccc2nc(C)cc(C(=O)O)c2c1	-0.9	3	-1.1	11	4	10	0.11	-8	-0.7
CS(=O)(=O)N1CCc2cc(S(=O)(=O)Nc3ccc4c(c3)OCCO4)ccc21	-0.6	7	-6.1	6	26	28*	-1.2	29	-0.2
O=C(CCS(=O)(=O)c1cccc2nonc12)NCCc1ccccc1Cl	/	-1	0.3	7	14	/	1.1	/	-1.1
CS(=O)(=O)Nc1ccc2c(c1)nc1n2CCOC1	-0.3	-14	-0.7	-5	10	-1	0.19	-9	-1.4
COc1ccc(-c2noc(-c3cc(Cl)ccc3Cl)n2)cc1OC	-0.2	-12	0.9	0	1	-3	-1.8	41	-0.5
O=C(Nc1nc2ccc(S(=O)(=O)N3CCCCC3)cc2s1)c1ccncc1	0.0	-1	0.0	6	2	3	0.0098	/	0.7
CC(C)OC(=O)CSc1nnc(CNc2nc(-c3ccccc3)cs2)n1C	0.0	-8	1.0	-4	20	1	-0.28	-4	0.9
Cc1nn2c(-c3ccccc3)c(-c3ccccc3)nc2[nH]c1=O	-0.5	2	-4.8	-2	-2	2	0.78	-29	1.1
Cc1ccc(NC(=O)c2c(C)nc(Nc3nc4ccccc4o3)nc2C)cc1	0.1	-29	0.4	-2	3	-3	1.6	-4	1.8
COc1cccc(NC(=O)c2nnn(Cc3ccc(Br)cc3F)c2N)c1	-0.7	16	-0.7	-7	-4	-3	0.63	-4	0.2
Nc1c2c(nc3ccn(-c4ccccc4)c(=O)c13)CCCCC2	-0.1	-20	-1.2	1	12	0	-4.7*	-22	0.2
CCn1c(C(C)NC(=O)c2cccc(C)c2)nc2ccccc21 (stereo not drawn)	-0.5	-4	7.8	-4	6	-2	0.065	-18	-0.2
COc1ccc(OCC(=O)Nc2ccccc2C(=O)N2CCCC2)cc1	-0.6	-7	0.6	-7	13	-8	-0.097	-13	0.3
Cc1cc(OC(=O)CNC(=O)OC(C)(C)C)c2c(C)cc(=O)oc2c1	-0.7	14	-0.2	-6	19	3	-0.041	-14	-1.0
CCN(CC)CCNC(=O)Cc1c(C(=O)O)n(CC)c2ccccc12	-1.0	-13	-0.3	-2	17	-3	-0.21	-5	-0.7
COc1ccc(S(=O)(=O)N2CCC(C(=O)NC3CC3)CC2)cc1Cl	-0.7	12	0.8	7	11	-5	0.012	-8	-1.7
O=C(Nc1cccc2nsnc12)C1CC(=O)N(c2ccccc2)C1 (stereo not drawn)	-1.1	6	-0.2	7	4	7	-0.13	4	-0.2
CC(Oc1ccccc1)C(=O)OCC(=O)NC(=O)NCc1ccco1 (stereo not drawn)	/	-1	0.4	5	2	/	-0.47	/	0.7
Cc1ccc(-c2[nH]nc3c2C(c2ccoc2)C(C#N)=C(N)O3)cc1C (stereo not drawn)	-0.8	13	-2.1	-11	0	0	11*	/	-1.2
CC(=O)N1c2ccc(S(=O)(=O)CCC(=O)O)cc2CC1C (stereo not drawn)	-1.5	18	-2.2	11	-2	8	-0.32	2	-0.4
COC(=O)c1ccccc1NC(=O)NCc1ccc2c(c1)OCO2	0.2	17	17	31*	19	5	1	6	-1.0
COc1cc(C(=O)N2CCC(c3nc(-c4cccnc4)no3)CC2)cc(OC)c1OC	-1.1	0	-1.0	5	14	-2	-0.72	-21	0.1
O=C(CCC(=O)N1CCCc2ccccc21)N1CCN(S(=O)(=O)c2ccccc2)CC1	-1.1	4	-1.2	2	21	7	-0.57	16	0.1
CCOC(=O)N1CCC(N2CC34C=CC(O3)C(C(=O)Nc3ccc(C(C)C)cc3)C4C2=O)CC1 (stereo not drawn)	-0.7	-11	-2.6	-2	17	-4	/	-25	0.7
Nn1c(SCC(=O)Nc2ccc3c(c2)OCO3)nnc1-c1ccncc1	-1.2	4	-0.5	-6	18	6	-0.57	/	-0.8
CCOC(=O)CSc1nc(-c2cccs2)nc2c1c(=O)n(C)c(=O)n2C	-0.7	1	-3.6	4	10	0	/	-2	0.3
Cc1onc(-c2ccccc2)c1C(=O)Nc1nnc(-c2ccncc2)s1	0.2	-1	0.0	-13	-9	0	0.41	21	0.4
O=C(N1CCOCC1)N1CCC(n2nnc3cc(F)ccc32)CC1	-0.5	2	-2.2	6	10	6	/	9	-0.9
O=C(c1cc(-c2ccc3c(c2)OCO3)on1)N1CCN(c2ccc(F)cc2)CC1	0.3	-10	-3.6	-2	0	2	1.6	-14	0.5
CSC1=NCCN1C(=O)c1ccc(S(=O)(=O)N2CCOCC2)cc1	0.0	-4	0.3	8	16	4	-0.52	-5	0.9

Additional structures:
SMILES	S1P3 ag	5-HT1A blocker	5HT1a ag	HTR1E antagonist	HEK293 NFkB inh	Jurkat viability	D1 allo mod	S1P1 ag-PAM	5HT1E ag
O=C(O)CCCC(=O)Nc1ccccc1C(=O)N1CCCC1	-1.0	-15	-0.6	0	4	-5	0.038	-22	1.6
CN(c1ccc(C(=O)N2CCc3ccccc3C2)cc1)S(C)(=O)=O	/	-7	-0.8	-4	8	/	-1.1	/	-1.0
COC(=O)c1c(O)ccc(Oc2ccccc2)c1C(=O)OC	-2.0	4	0.0	20	6	4	1	2	-0.4
O=C(C(Cc1ccccc1)n1cccc1)N1CCc2ccccc21 (stereo not drawn)	-0.3	-4	-1.1	2	9	2	0.27	-14	0.0
O=C(O)CCc1ccc(-c2cccs2)n1NC(=O)c1ccccc1Br	-0.4	12	-0.1	-11	15	-4	/	10	-0.6
O=C(NO)c1ccc(OC(F)F)cc1	-0.9	3	-2.8	11	5	6	/	3	-0.7
Cc1ccc2c(c1)[C@H]1OCC[C@H]1[C@@H](c1ccncc1)N2	-0.8	-1	-4.9	3	-4	-6	/	1	-0.2
CN(C)S(=O)(=O)c1ccc(C(=O)Nc2ccc(CN3CCCC3)cc2)cc1	-0.1	-4	3.5	-2	4	-5	-0.83	-9	-0.6
CN(C)/C=N/c1sc2c(c1C#N)CCC2	0.2	-6	-2.5	-2	7	-3	-0.23	-33	0.4
CS(=O)(=O)N1CCN(c2ccccc2NC(=O)c2cccs2)CC1	-0.4	12	-0.9	-4	9	-4	-1.5	2	-0.5
CSc1ccc(Cl)c(C(=O)OCC(=O)NCc2ccco2)c1	0.6	-7	-1.0	4	14	3	-0.23	-9	0.6
CCOC(=O)C1CCCN(S(=O)(=O)c2ccc(C)cc2)C1 (stereo not drawn)	-0.6	5	-0.8	-6	21	2	-0.093	10	-0.6
COc1ccc(-n2c(=O)c3c4c(sc3n3cnnc23)CC(C)CC4)cc1 (stereo not drawn)	-0.7	2	-1.3	-16	14	-2	0.41	-18	0.3
CCCOc1ccc(N2CC(C(=O)NC(C)C)CC2=O)cc1 (stereo not drawn)	0.0	-10	-1.3	12	2	4	1.5	-4	-0.3
O=C(Nc1ccc2c(c1)OCO2)N1CCN(C/C=C/c2ccccc2)CC1	-0.7	-3	-0.1	10	3	2	-0.024	-25	-0.3

Compound activity (PubChem BioAssay)
